Growth percent in the NCI-60 one-dose screen (48 h, 10 µM unless noted): 100 = growth as untreated, 0 = no growth, -100 = all killed.
HL-60(TB) = HL-60(TB) leukemia cells. actives 9% (n = 78,000); active means growth percent below 10
* marks the source's active call; other numbers are inactive results; & = joins results of further samples; [ ] = another dose, or the depositor's remark. A portion of the library. The share of hits here may be higher or lower than overall.

molecule,HL-60(TB)
COC1CC(CC2CCC(C)C(C(C)C(=O)O)O2)OC2(OC(C)(C3CCC(C)(C4OC(C5OC(O)(CO)C(C)CC5C)CC4C)O3)CC2C)C1C (stereo unspecified),-56*
CCOC(=O)C(=O)C(C(=O)OCC)c1ccccc1 (stereo unspecified),96
N#Cc1nc(CC(=O)c2ccccc2)c(CC(=O)c2ccccc2)nc1C#N,94
Cc1[nH]nc(C(N)=O)c1N=NN(C)C,105
CCN(CC)CCCNC(=O)c1c2c(n3ccccc13)C(=O)c1ncccc1C2=O,-34*
COc1cc(CNC(=O)/C=C/c2ccc3c(c2)OCO3)ccc1OCc1cn(-c2cccc(Cl)c2)nn1,114
Cc1ccc2c(C(C[N+](=O)[O-])c3ccccc3Cl)c(-c3ccccc3)[nH]c2c1 (stereo unspecified),91
O=C(CC1CCCCN1)C(F)(F)F (stereo unspecified),96
CCOC(=O)C1C(=O)OC2CCCCC21 (stereo unspecified),99
COc1ccc(Cn2nc(-c3cc(OC)c(OC)c(OC)c3)c3c2CCc2cnoc2-3)cc1,24

Looked up above:
Reading of `COC1CC(CC2CCC(C)C(C(C)C(=O)O)O2)OC2(OC(C)(C3CCC(C)(C4OC(C5OC(O)(CO)C(C)CC5C)CC4C)O3)CC2C)C1C` (stereo unspecified) in HL-60(TB): -56*
Reading of `O=C(CC1CCCCN1)C(F)(F)F` (stereo unspecified) in HL-60(TB): 96

Further records follow:
molecule,HL-60(TB)
CCCC(=O)N1CCOCC1,106
COc1ccccc1-c1cnc2c(Oc3ccc4c(C)cc(=O)oc4c3)nc(-c3ccc(Cl)cc3)cn12,105
Clc1cccc(N2COOC3(OOC2)C2CC4CC(C2)CC3C4)c1,20
S=c1[nH]cc2cnccn12,60
CC1(C)CC(=O)C2=C(C1)OC(N)=C(C#N)C2c1cc2ccccc2n2nnnc12 (stereo unspecified),96
CN1CC(c2ccc([N+](=O)[O-])cc2)C(C(=O)c2cccc(O)c2)C12C(=O)c1ccccc1C2=O (stereo unspecified),99
Cc1ccc2c(c1)C(N1CCCC1=O)CCN2Cc1ccccc1Cl (stereo unspecified),46
CCc1c(N)nc(N)nc1Nc1ccc(C)c(C)c1,104&100
COC(=O)c1nn(C)c(=O)[nH]c1=O,95
Clc1ccc(-c2nnc(-c3ccc4ccccc4c3)o2)cc1,141
CCCC(C)COC(N)=O (stereo unspecified),84
CC1OC1c1ccc(-c2ccc(C3OC3C)cc2)cc1 (stereo unspecified),95
O=C(c1ccccc1)C1C(=O)N2C(=S)N(c3ccccc3)C(=O)C2C1c1ccc(Cl)cc1 (stereo unspecified),100
CC(C)(O)/C=C/C(=O)[C@](C)(O)[C@H]1[C@H](O)C[C@@]2(C)[C@H]3CC=C4[C@@H](C[C@H](O)C(=O)C4(C)C)[C@]3(C)C(=O)C[C@]12C,-3.3*
c1ccc2c(c1)[nH]c1c2cc[n+]2cc3c(cc12)CCCC3,13
O=C(NNc1nc2cc(F)ccc2n2c(CO)ccc12)c1cnccn1,-27*
CC1(C)OC(=O)C(=Cc2cccc(Br)c2)C(=O)O1,83
CCOc1cccc(Cc2c[nH]c(=O)[nH]c2=O)c1,106
COc1ccc(CSc2nc3ccc(Cl)cc3c(=O)n2-c2ccccc2OC)cc1,104
Nc1nc(NCc2ccccc2)c2c(n1)[nH]c1cc(Cl)c(O)cc12,90

Grouped by structure, the entries above containing fluorine
molecule,HL-60(TB)
O=C(CC1CCCCN1)C(F)(F)F (stereo unspecified),96
O=C(NNc1nc2cc(F)ccc2n2c(CO)ccc12)c1cnccn1,-27*

More results follow:
molecule,HL-60(TB)
O=CCCCOCc1ccccc1,100
O=C(N/N=C/c1ccc(Cl)cc1)c1cccnc1,88
NC(=O)c1cc[n+](CC2=C(C(=O)[O-])N3C(=O)[C@@H](NC(=O)Cc4cccs4)[C@H]3SC2)cc1,100
CC1(c2ccc(Cl)cc2)NC(=O)NC1=O (stereo unspecified),100
COc1ccc(CC(C)=O)cc1,91&68
CC(C)(C)n1cc(-c2ccnc(NCCCNS(=O)(=O)c3cccc4ccccc34)c2)c(-c2cccc(O)c2)n1,25
Cc1csc(C)n1,110
CC1(C)CC[C@]2(C(=O)Nc3ccccn3)CC[C@]3(C)C(=CC[C@@H]4[C@@]5(C)C/C(=C/c6cccnc6)C(=O)C(C)(C)[C@@H]5CC[C@]43C)[C@H]2C1,1.8*
O=C(COc1ccc(/C=C2\C(=O)Nc3ccc(F)cc32)cc1)Nc1ccccc1,96
Cc1nc(N)sc1Sc1nc2ccc(Cl)cc2c(=O)n1-c1ccccc1,102

In another format: results already given.
> CCOC(=O)C(=O)C(C(=O)OCC)c1ccccc1 (stereo unspecified)
  HL-60(TB): 96

> N#Cc1nc(CC(=O)c2ccccc2)c(CC(=O)c2ccccc2)nc1C#N
  HL-60(TB): 94

> Cc1[nH]nc(C(N)=O)c1N=NN(C)C
  HL-60(TB): 105

> CCN(CC)CCCNC(=O)c1c2c(n3ccccc13)C(=O)c1ncccc1C2=O
  HL-60(TB): -34*

(further entries)
molecule,HL-60(TB)
CCOC(=O)c1c(C)nc2c(c1N)/C(=C/c1ccc(OC)c(O)c1)C(=O)N2c1cc(OC)c(OC)c(OC)c1,58
Fc1ccc(-c2nc3ncccn3c2-c2nc3ccccc3[nH]2)cc1,96
O=c1ccccn1O,86
Cc1cccc2c1S/C(=C/c1ccc([N+](=O)[O-])cc1)C2=O,101
CCOC(=O)CCOc1ccccc1N(CCCl)CCCl,74
CCOC(=O)c1cc2c(n1Cc1ccc(OC)cc1)-c1nc(NC(C)=O)sc1CCC2,102
CCOC(=O)Cc1ccccn1,84
NS(=O)(=O)c1ccc(C(=O)N/N=C(/CS(=O)(=O)c2ccccc2)c2cc3ccccc3oc2=O)cc1,114
Cc1nnc(/N=C2\NC(=O)/C(=C/C=C/c3ccccc3)S2)s1,75
O=C(O)c1nnn(-c2ccc(Cl)cc2)c1-c1ccco1,93
CC(=O)NNC(=S)/N=C/C(C(=O)Nc1ccccc1)=C(/C)O,98
CNC(=O)c1cc(Oc2ccc3c(c2)sc2nc(-c4ccc(Br)cc4)cn23)ccn1,78
CC1(C)OC(=O)C(=Cc2ccccc2Br)C(=O)O1,98
CC1=CC(=O)/C(=C/N2C(=O)/C(=C\c3cccc(O)c3)SC2=S)C(=O)O1,99
CC(C)CCC[C@@H](C)[C@H]1CC[C@H]2[C@@H]3CC[C@@]45O[C@@H]4C(=O)CC[C@]5(C)[C@H]3CC[C@]12C,106
O=C1CC2C=CCN2C=C1NC(=O)c1ccccc1 (stereo unspecified),100
O=S(=O)(Oc1ccc(-c2cn3ccoc3n2)cc1)c1cccc(C(F)(F)F)c1,105
CS(=O)(=O)Nc1cncc(-c2ccc3ncnc(NCc4ccccc4)c3c2)c1,55
CC(=O)Nc1ccc(S(=O)(=O)NC(CCC(=O)Nc2ccccc2)C(=O)O)cc1 (stereo unspecified),109
Cc1nnc(-c2ccc3c(c2)nc(-c2cccs2)n3C2CCCCC2)o1,80
Cc1cc(N)nc2ccccc12,103
COc1ccc(CC[n+]2cccc(C#N)c2)cc1OC,107
COc1ccc(-c2nnc3n(-c4ccccc4)c(=O)c4cnn(-c5ccccc5)c4n23)cc1,111
Cc1nn(C)c2ncnc(Nc3ccccc3Cl)c12,93
Cn1c(=O)c2[nH]c(CCC3CCCCC3)nc2n(C)c1=O,95
CC1=C(Cl)C(=O)c2cc(C)ccc2C1=O,117
c1ccc(C2OCC3(CO2)COC(c2ccccc2)OC3)cc1 (stereo unspecified),98
Nc1nc(N=Nc2ccc(O)cc2)cc(=O)[nH]1,96
C=CCn1c(SCC(=O)Nc2ccccc2)nnc1-c1ccc(Cl)cc1,93
Oc1ccc(Cl)cc1/C=N\NC(=S)N/N=C/c1cc(Cl)ccc1O,12
Cc1ccc(SC2Cc3ccccc3C2)cc1,95
CN(CC(=O)Nc1sc2c(c1C#N)CCCCC2)Cc1ccccc1,102
COc1cc(NCCCNC(C)C)c2nccc(C)c2c1,73
Nc1c(C(=O)c2ccc(Br)cc2)sc2nc3c(cc12)CCC3,90
COc1cc(/C=C2\N=C(c3ccccc3)N(c3ccc(-c4nc5ccc(C)cc5s4)cc3)C2=O)ccc1O,78
COc1ccc(-c2cc(-c3cc(OC)ccc3OC)nc3sc(C(C)=O)c(N)c23)cc1,86
CCCCCCCCCC1OCC(C)(C)CO1,104
CCC1(c2ccccc2)C(=O)Nc2ccc(C(F)(F)F)cc21 (stereo unspecified),99
S=C=Nc1cccc(Cl)c1,109
Clc1ccccc1CSc1cnnc2ccccc12,96
CN(C)CCOC(c1ccccc1)(c1ccc2ccccc2n1)c1cccs1 (stereo unspecified),51
N#CC(c1ccc(N)cc1)c1ccc(F)cc1 (stereo unspecified),98
CCCC1OC(C)CC(C)(C)O1 (stereo unspecified),112
O=C1c2cc(Br)ccc2-n2c1nc1cc(Br)ccc1c2=O,80
CCCCn1cc(/C=C/C(=O)c2cc3ccccc3oc2=O)c2ccccc21,105
COc1ccc(-n2ncc3c2CCc2cc(S(=O)(=O)c4ccccc4)c(=O)n(Cc4ccccc4)c2-3)cc1,108
CC(=O)OCC(CCn1ccc(=O)[nH]c1=O)COC(C)=O,62
COc1ccc(/C=C/c2nc(Nc3cccc(NC(=O)Nc4ccc(Cl)cc4)c3)c3ccccc3n2)cc1,99
CCCCCCCCCCOC(=O)c1ccccn1,133
Cc1ccc(-n2cc(-c3ccccc3)c3c2N=C(SCC(=O)c2ccccc2)N2CCN=C32)cc1,92

Following part.
molecule,HL-60(TB)
Cn1cnc([N+](=O)[O-])c1/C=C1\Oc2ccc(Br)cc2C1=O,76
CCOC(=O)CC(=O)c1cccnc1,101
O=c1oc2ccc3ccccc3c2cc1-c1nnc(-c2cc3ccccc3o2)c2nn(-c3ccccc3)cc12,81
O=S(=O)(Nc1ccc(I)cc1F)c1ccc(-c2cnc(C3CC3)o2)cc1,17
CC/C=C\C/C=C\C/C=C\CCCCCCCCOc1cccc(CCOP(=O)(O)OCC[N+](C)(C)C)c1,98
CS(=O)(=O)c1ccc(-c2nc3ccccc3n2CC(=O)NO)cc1,120
COc1cc(-c2cc(-c3ccc(Nc4ncnc5cc(Cl)ccc45)cc3)nc(N3CCN(C)CC3)n2)cc(OC)c1OC,76
COc1cc2cc(Oc3ccc(NC(=O)c4cccc(C(F)(F)F)c4)cc3)c(C)nc2cc1OCCN1CCOCC1,103
CCC1=C(c2ccc(OC)cc2)CCC(C(=O)O)C1C (stereo unspecified),100
O=C(CBr)c1ccc(Br)cc1,107
O=C(NNC(=S)NC1CCCCC1)c1ccncc1,94
Cc1cccc(CO)c1,109
N#Cc1ccc(-c2nn(-c3ccc(C(=O)O)cc3)cc2CNc2cc(Cl)cc(Cl)c2)cc1,29
COc1ccc(-c2nc(SCC(C)C)nc(N/N=C(/C)c3ccc(O)cc3)c2C#N)cc1,66
CCSc1nc(N)c2c(-c3ccc(Cl)cc3)c3c(nc2n1)C(C)CCC3 (stereo unspecified),97
COc1cc(C2c3ccc(O)cc3Oc3nc(N)c(C#N)c(N)c32)cc(OC)c1OC (stereo unspecified),96
COC(CCN(C)Cc1ccccc1)N1CCCC1=O (stereo unspecified),121
O=C(c1nn(-c2ccccc2)c2c1CC(NCc1ccc(F)cc1)CC2)N1CCCCC1 (stereo unspecified),87
CC(C)(C)n1cc(-c2ccnc(NCCNS(=O)(=O)c3ccccc3)c2)c(-c2cccc(O)c2)n1,45
Cc1cc(C)c(C#N)c(OCc2ccc(Cl)cc2Cl)n1,85
CN1C(=O)C2=C(NCCN(C(=O)[C@H](Cl)c3ccccc3)C2c2ccc(Cl)c(Cl)c2)C1(C)C (stereo partly specified),38
Cc1ccc([N+](=O)[O-])c(N)n1,25
Cc1ccc(S(=O)(=O)c2nc(S(=O)(=O)c3ccc(C)cc3)c(N3CCN(C)CC3)s2)cc1,18
COC(=O)CCNCCCCCCN1CC1,125
NC1=Nc2cc(OCCCN3CCCC3)c(OCC3CC3)cc2C12CCCC2,80
NC(=S)Nc1ccccc1-c1ccccc1,111
COC(=O)c1cc(NC(=O)OCc2ccccc2)nn1C,80
C=CC[n+]1ccc(-c2cc[n+](CC=C)cc2)cc1,93
CC1=C(/C=C/C(C)=C/C=C/C(C)=C/C=O)C(C)(C)CCC1,92
COc1ccc(C)cc1NC(=O)CC(C)=O,121
Cc1cc(C2(c3cc(C)c(OCC(O)CO)cc3C(C)C)OC(=O)c3ccccc32)c(C(C)C)cc1OCC(O)CO (stereo unspecified),59
COc1ccc2cc([C@H](C)C(=O)N/N=C/c3cccc(F)c3)ccc2c1,92
O=c1[nH]c(=O)n(C2OC(CO)C(O)C2O)cc1N1CCOCC1 (stereo unspecified),85
COc1ccccc1NC(=O)Oc1ccc(C#N)cc1,89[100 µM]
N#Cc1c(N2CCNCC2)nc2sc3cc(Cl)c(Cl)cc3n2c1=O,100
CCCCOc1ccc(Nc2cc(Cl)ccc2C(=O)O)cn1,103&87
Oc1ccc(NCc2ccccc2)cc1,98
CC(=O)c1cnn(-c2ccccc2)c1C,98
CC/C(=C(/c1ccc(Cl)cc1)c1ccc(OCCN(CC)CC)cc1)c1ccc(OC)cc1,33
CN1C2CCC1/C(=C\c1ccc(Cl)cc1)C(=O)/C2=C/c1ccc(Cl)cc1,20
N#Cc1c(-c2ccccc2Cl)c2c(Br)cc3ccccc3c2oc1=O,60

Screening data: PubChem BioAssay, NCI
